Bioassay records as filed in PubChem BioAssay.
TRPC4 block = inhibitors of mouse TRPC4 channel, primary screen, Fluo4 calcium, HEK293 TRPC4beta/mu-opioid cells; DAMGO-evoked Fluo4 calcium flux; stronger effect = lower value; B-score at 10 µM; actives 0.39% (n = 300,000);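 active = B-score over 3 SD under the library average, no early fluorescence shift, positive overall ratio signal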
Target sequence (Q9QUQ5 whole entry, looked up): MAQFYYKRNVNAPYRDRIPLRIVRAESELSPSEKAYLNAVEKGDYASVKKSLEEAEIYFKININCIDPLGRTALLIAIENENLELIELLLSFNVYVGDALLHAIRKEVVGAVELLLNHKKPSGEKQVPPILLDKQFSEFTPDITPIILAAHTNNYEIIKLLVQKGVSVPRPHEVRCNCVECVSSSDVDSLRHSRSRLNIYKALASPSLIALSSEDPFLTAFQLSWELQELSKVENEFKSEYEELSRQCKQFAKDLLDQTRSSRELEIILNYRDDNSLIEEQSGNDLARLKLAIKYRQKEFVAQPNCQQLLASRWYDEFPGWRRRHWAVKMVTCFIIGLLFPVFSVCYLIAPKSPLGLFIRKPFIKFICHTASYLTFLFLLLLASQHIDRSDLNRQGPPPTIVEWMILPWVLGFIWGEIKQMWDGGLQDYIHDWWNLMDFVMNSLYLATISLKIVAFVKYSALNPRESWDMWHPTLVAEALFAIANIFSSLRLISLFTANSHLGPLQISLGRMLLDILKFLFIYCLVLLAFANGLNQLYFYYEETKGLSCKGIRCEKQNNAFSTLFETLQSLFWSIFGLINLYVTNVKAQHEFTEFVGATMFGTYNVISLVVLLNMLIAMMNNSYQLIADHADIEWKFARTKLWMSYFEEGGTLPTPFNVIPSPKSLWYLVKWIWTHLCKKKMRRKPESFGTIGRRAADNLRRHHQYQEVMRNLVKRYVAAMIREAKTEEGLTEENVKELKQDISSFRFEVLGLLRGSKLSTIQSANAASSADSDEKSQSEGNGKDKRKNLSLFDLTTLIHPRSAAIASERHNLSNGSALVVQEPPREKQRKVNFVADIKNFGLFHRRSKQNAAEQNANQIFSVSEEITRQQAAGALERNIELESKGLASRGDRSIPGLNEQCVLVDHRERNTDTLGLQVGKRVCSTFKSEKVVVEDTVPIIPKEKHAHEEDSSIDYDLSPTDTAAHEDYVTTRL
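material = TRPC4beta/mu-opioid receptor HEK293 cell line | probe or stimulus = sequential submaximal and maximal DAMGO stimulation | compound dosing = one concentration per compound | measured by = Fluo4 Ca2+ flux fluorescence | evaluation = integrated fluorescence ratio relative to baseline, converted to per-well B score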
MrgX1 antagonist = antagonists of human MrgX1 receptor, primary screen, HEK293 cells, Fluo-4 calcium flux; BAM8-22 antagonism; stronger effect = lower value; B-score at 10 µM; actives 1.3% (n = 310,000); AID 588676, 2011;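 active = calcium-response B-score plate-corrected more than 3 library SD below zero, starting fluorescence within 5 deviations, no agonist response on first addition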;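 also: peak minus trough fluorescence over baseline after final BAM8-22 challenge near maximal dose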
RGS4 act = RGS4 potentiators or activators, primary screen, cell-based, HEK293 M3R inducible RGS4, calcium flux; carbachol calcium flux Fluo4; stronger effect = lower value; B-score at 10 µM; actives 0.92% (n = 310,000); AID 463111, 2010;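 active = B-score of the integrated calcium signal more than 4 SD below the library mean, with starting fluorescence not abnormally high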;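 also: negative B-score means reduced calcium response which marks RGS4 activation or potentiation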
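test system = HEK293 cells with stable M3R and inducible RGS4 | schedule = recording 10 s baseline at 1 Hz, 100 s post-agonist | technique = Fluo4-AM (2 µM) calcium-flux fluorescence, kinetic read | measure = Agonist-evoked peak-minus-minimum fluorescence over baseline, integrated ratio, B score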
MrgX1 PAM = positive allosteric modulators of MrgX1, primary screen, HEK293 cells, Fluo-4 calcium flux. B-score at 10 µM. AID 588675, 2011. actives 0.63% (n = 310,000). FDSS; stronger effect = higher value. Mas-related G-protein coupled receptor member X1 (Homo sapiens), Q96LB2;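 active = plate-corrected calcium response at least 3 library SD above typical, normal starting fluorescence, not activating the receptor alone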;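 also: compound read alongside a low EC10 to EC30 dose of BAM8-22 agonist; peak minus trough fluorescence over baseline measured at the second addition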
TRPC6 act = mouse TRPC6 channel activators, primary screen, cell-based, HEK293, membrane potential dye | B-score at 10 µM | actives 0.13% (n = 310,000) | Short transient receptor potential channel 6 (Mus musculus), Q61143 | HEK293-TRPC6 membrane potential dye fluorescence; stronger effect = higher value;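 active = B-score of the integrated fluorescence ratio above library mean plus 3 SD, and starting fluorescence ratio within library mean plus 5 SD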;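 also: higher score means more depolarization so channel activation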
RGS4 inh = RGS4 inhibitors, primary screen, cell-based, HEK293 M3R inducible RGS4, calcium flux | Regulator of G-protein signaling 4 (Homo sapiens), P49798 | Fluo-4 calcium flux; stronger effect = higher value; triggered by carbachol at its EC20 | B-score at 10 µM | actives 0.45% (n = 310,000);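 active = B-score, a plate-corrected calcium signal, over three deviations above library mean, with baseline fluorescence within five deviations of library mean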;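 also: RGS4 expression induced by doxycycline in cells with stable M3 receptor; B-score is computed from the integrated fluorescence ratio over baseline after carbachol; higher B-score means a larger calcium signal and so more RGS4 inhibition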
HIF act = HIF pathway transcriptional activators, primary screen, cell-based, U2OS HRE-luciferase, luminescence; U2OS HRE-luciferase reporter; normalized: DMSO 0%, desferrioxamine 100%; activation, % at 7.5 µM (by protocol); actives 0.32% (n = 300,000); AID 1910, 2009;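 active = mean activation of at least 10% of the iron chelator positive control signal, with at least half of replicates also reaching 10%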
TRPC6 inh = mouse TRPC6 channel inhibitors, primary screen, cell-based, HEK293, membrane potential dye | actives 1.1% (n = 310,000) | B-score at 10 µM | AID 2553, 2010 | ACh-evoked depolarization; stronger effect = lower value | Short transient receptor potential channel 6 (Mus musculus), Q61143;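 active = B-score under library mean minus 3 SD, initial fluorescence not abnormally high, positive integrated signal ratio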;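 also: B-score derived from integrated fluorescence ratio over the kinetic read; more negative B-score means stronger inhibition of depolarization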
Platelet DG rel = inhibitors of platelet dense granule secretion, primary screen, cell-based, MLPCN, human platelets; human platelet-rich plasma, SFLLRN dense granule ATP release, luminescence; inhibition, %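 (compounds screened at 7.5 µM in platelet-rich plasma)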; actives 0.22% (n = 300,000); AID 1663, 2009;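 active = mean replicate score, as percent of positive control, at or above 50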
MrgX1 ag = agonists of human MrgX1 receptor, primary screen, HEK293 cells, Fluo-4 calcium flux; Mas-related G-protein coupled receptor member X1 (Homo sapiens), Q96LB2; Fluo-4 calcium fluorescence, agonist mode; stronger effect = higher value; B-score at 10 µM; actives 0.44% (n = 310,000); AID 588627, 2011;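 active = calcium response B-score plate-corrected fluorescence ratio at least 3 library SD, with starting fluorescence B-score inside 5 SD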
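Material – MrgX1-expressing HEK293 cells · Input – 15,000 cells seeded per well · Dosing – compound as first of three additions · Times – overnight seeding, then 1 h dark dye loading · Measured by – kinetic Fluo-4 NW fluorescence of intracellular calcium · Read-out – B-scored fluorescence response ratio · Benchmarks – positive and negative control wells on each plate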
SKKanGAS inh = S. pyogenes SKKanGAS growth inhibitors in kanamycin, primary screen, streptokinase expression inhibitor project, SKKanGAS strain, BacTiter-Glo luminescence; AID 1662, 2009; actives 1.3% (n = 300,000); inhibition, % at 7.5 µM; 6 h;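 active = mean replicate score, as percent of positive control median, at least 50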;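 also: strain carries kanamycin resistance gene driven by streptokinase promoter and grows in 40 µg/ml kanamycin; loss of luminescence reflects streptokinase promoter inhibition or plain growth inhibition; 0% = median of DMSO wells and 100% = positive control at its reference dose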
Starred values were filed as active, the others as inactive; i = inactive; & = joins results of further samples.

SMILES | TRPC4 block | MrgX1 antagonist | RGS4 act | MrgX1 PAM | TRPC6 act | RGS4 inh | HIF act | TRPC6 inh | Platelet DG rel | MrgX1 ag | SKKanGAS inh
Cc1cc(OCC(=O)Nc2ccc(S(=O)(=O)N3CCN(C)CC3)cc2)ccc1Br | i | i | i | i | i | i | 0.3 | i | 10 | i | 2
C/C(=N\NC(=O)c1cc(C(C)(C)C)[nH]n1)C12CC3CC(CC(C3)C1)C2 | i | i | i | i | i | i | 1.0 | i | 5 | i | 1
CCOc1ccc(Cl)cc1CSc1n[nH]c(CC)n1 | i | i | i | i | i | i | 0.0 | i | 11 | i | 3
O=C(CSc1nnc(Cc2ccccc2)o1)c1ccc(F)cc1 | i | i | i | i | i | i | 0.5 | i | 3 | i | -9
COc1ccc(-n2c(=S)[nH]c(=O)c3cccnc32)cc1 | i | i | i | i | i | i | -0.3 | i | -4 | i | 1
COC(=O)C1CN(C(=O)COc2ccc(Cl)cc2Cl)c2ccccc2O1 (stereo not drawn) | i | i | i | i | i | i | -19 | i | 0 | i | 0
CCOC(=O)CNC(=O)C1c2ccccc2C(=O)N(c2ccc(OC)cc2)C1c1ccc(OC)cc1 (stereo not drawn) | i | i | i | i | i | i | -1.3 | i | 0 | i | -25
CC(Nc1nc(N2CCCCC2)nc2ccccc12)c1ccccc1 (stereo not drawn) | i | i | i | i | i | i | -1.6 | i | 0 | i | 1
CCn1c(C)c(C2=CCN(S(=O)(=O)c3ccc(C)cc3)CC2)c2ccccc21 | i | i | i | i | i | i | 0.2 | i | 5 | i | -1
CN(C)S(=O)(=O)c1cccc(NC(=O)COC(=O)/C=C/c2ccco2)c1 | i | i | i | i | i | i | 0.2 | i | 14 | i | -5
CCCOc1ccc(-c2nn(-c3ccccc3)cc2/C=C2\SC(=S)N(C3CCS(=O)(=O)C3)C2=O)cc1 (stereo not drawn) | i | i | i | i | i | i | 0.1 | i | 5 | i | 1
Cc1csc(=O)n1CC(=O)OCC(=O)NNC(=O)c1ccc([N+](=O)[O-])cc1 | i | i | i | i | i | i | -0.1 | i | -16 | i | -4
CC(C)OCCCNC(=O)C(Cc1ccccc1)NS(=O)(=O)c1ccc2c(c1)CCC(=O)N2 (stereo not drawn) | i | i | i | i | i | i | 0.2 | i | 12 | i | -8
CCCCc1nc(SCC(=O)Nc2cccc(Cl)c2)n[nH]1 | i | i | i | i | i | i | 0.0 | i | 0 | i | 0
Cc1cc(=O)oc2cc(NC(=S)NNC(=O)c3c(Cl)cnn3C)ccc12 | i | i | i | i | i | i | 0.5 | i | 0 | i | 17
CCc1ccc(OCCOCCN2CCN(C)CC2)cc1 | i | i | i | i | i | i | 0.7 | i | 6 | i | 1
COc1cccc(C(=O)N(C)CC2CCN(CCc3cccc(C(F)(F)F)c3)CC2)c1 | i | i | i | i | i | i | 0.6 | i | -3 | i | -6
Cc1cnc(NC(=O)CN2CCN(c3ccccn3)CC2)s1 | i | i | i | i | i | i | -0.8 | i | -2 | i | 8
O=C(c1ccccc1)c1ccccc1C(=O)c1ccccc1 | i | i | i | i | i | i | 1.2 | i | 2 | i | 1&-1
Cc1ccc(CSc2cc(C)[nH]c(=O)n2)cc1 | i | i | i | i | i | i | 0.0 | i | 4 | i | 10
COC(=O)C1=NNC(C(=O)c2ccco2)C1c1ccccc1 (stereo not drawn) | i | i | i | i | i | i | 0.1 | i | -5 | i | -6
Cc1c(Cl)cccc1NC(=S)NCC(C)C | i | i | i | i | i | i | -0.4 | i | 2 | i | 11
Cc1ccc(NC(=O)Cn2c3ccc(F)cc3c3nc4n(c(=O)c32)CCS4)cc1F | i | i | i | i | i | i | -0.5 | i | 4 | i | 17
CCOC(=O)c1cc2ccc(OC)cc2oc1=O | i | i | i | i | i | i | 2.3 | i | 2 | i | -5
O=C(O)CNS(=O)(=O)c1ccc2c(c1)C(=O)c1cc(S(=O)(=O)NCC(=O)O)ccc1-2 | i | i | i | i | i | i | 1.5 | i | -6 | i | -2

Taken from above:
In Platelet DG rel, `CN(C)S(=O)(=O)c1cccc(NC(=O)COC(=O)/C=C/c2ccco2)c1` has 14
In HIF act, `Cc1cc(=O)oc2cc(NC(=S)NNC(=O)c3c(Cl)cnn3C)ccc12` has 0.5

(further entries)
SMILES | TRPC4 block | MrgX1 antagonist | RGS4 act | MrgX1 PAM | TRPC6 act | RGS4 inh | HIF act | TRPC6 inh | Platelet DG rel | MrgX1 ag | SKKanGAS inh
c1ccc(-n2ncc3c(N4CCN(CCOc5cccc6ccccc56)CC4)ncnc32)cc1 | i | i | i | i | i | i | 0.1 | i | 1 | i | 26
Cc1ccc(/C=C/C(=O)c2c(C)nc3ccccn23)cc1 | i | i | i | i | i | i | 1.1 | i | -8 | i | 23
Cc1cccc(CSc2nnc(-c3cnccn3)n2C)c1 | i | i | i | i | i | i | 1.1 | i | 4 | i | -3
CCOC(=O)c1c(N)sc2c(OC)c(Br)ccc12 | i | i | i | i | i | i | -0.2 | i | -2 | i | 3
CCCCCC(=O)Nc1cc2[nH]c(=O)cc(COC)c2cc1C | i | i | i | i | i | i | -0.2 | i | 1 | i | 11
Cc1cc(C)nc(N2CCC(C(=O)NC3CCCc4ccccc43)CC2)n1 (stereo not drawn) | i | i | i | i | i | i | -0.3 | i | 0 | i | -12
Cc1ccc2c(c1)C(=O)CC(c1ccc3c(c1)OCCO3)O2 (stereo not drawn) | i | i | i | i | i | i | -0.6 | i | -1 | i | 5
COc1ccc2c(c1)C(C)CC(C)(C)N2C(=O)CSc1ncn[nH]1 (stereo not drawn) | i | i | i | i | i | i | 0.0 | i | 0 | i | -1
CC1CCN(c2nc3c(c(=O)n(C)c(=O)n3C)n2CCSc2ncccn2)CC1 | i | i | i | i | i | i | -0.2 | i | 1 | i | 1
CCOC(=O)COn1c(=O)c(-c2cc3ccccc3o2)[n+]([O-])c2ccccc21 | i | i | i | i | i | i | 1.6 | i | -1 | i | 16
O=C1NC(=S)N/C1=C\c1cccc([N+](=O)[O-])c1 | i | i | i | i | i | i | -0.1 | i | 3 | i | 3
CC(=O)/C(=N/Nc1cccc(Cl)c1)Sc1nnc(C(O)c2ccccc2)n1-c1ccccc1 (stereo not drawn) | i | i | i | i | i | i | 0.0 | i | -2 | i | -1
O=C(Nc1ccc2cn[nH]c2c1)c1c(Cl)cccc1Cl | i | i | i | i | i | i | 0.0 | i | -7 | i | 10
COC(=O)c1ccc(C(=O)OC)c(NC(=O)CSCc2ccccc2Br)c1 | i | i | i | i | i | i | 0.1 | i | 27 | i | -3
CC(C)CCn1c(=S)[nH]c2ncccc2c1=O | i | i | i | i | i | i | -0.6 | i | 0 | i | -2
O=C(Nc1cccnc1)C1COc2ccccc2O1 (stereo not drawn) | i | i | i | i | i | i | 1.7 | i | 3 | i | -2
Cc1cc(SCC(=O)c2ccc(O)c(O)c2)nc2ccccc12 | i | i | i | 11* | i | i | 0.3 | i | -3 | i | 13
Cc1cccc(OC(=O)c2sc(Cl)nc2C)c1 | i | i | i | i | i | i | 0.1 | i | -27 | i | -1
C=CCc1cc(/C=N/n2cnnc2)cc(OCC)c1O | i | i | i | i | i | i | 1.0 | i | -5 | i | 0
CCC(C)NC(=O)C1CCN(S(=O)(=O)CC)CC1 (stereo not drawn) | i | i | i | i | i | i | -0.5 | i | 1 | i | 2
CCC(=O)NCC(c1cccs1)N1CCOCC1 (stereo not drawn) | i | i | i | i | i | i | -0.1 | i | -5 | i | -7
COc1ccccc1CCC(=O)Nc1ccc(C)cc1Cl | i | i | i | i | i | i | 3.7 | i | 1 | i | 3
COc1ccc(CCNC(=O)c2cc(=O)n(C)c(=O)n2C)cc1OC | i | i | i | i | i | i | -0.1 | i | 6 | i | -1
O=C(Nn1cnnc1)c1cccc(S(=O)(=O)N2CCOCC2)c1 | i | i | i | i | i | i | 0.0 | i | -3 | i | 2
COc1ccc(N2CCN(C(CNC(=O)C(=O)NCCc3c[nH]c4ccccc34)c3ccco3)CC2)cc1 (stereo not drawn) | i | i | i | i | i | i | -1.0 | i | -14 | i | 7
CC(C)C(=O)Nc1ccc2c(c1)nc(CCN1CCN(c3ccccn3)CC1)n2C | i | i | i | i | i | i | -0.1 | i | 6 | i | -2
CCn1cc(C(C)NC(=O)Nc2ccc3c(c2)OCO3)c(C)n1 (stereo not drawn) | i | i | i | i | i | i | 0.6 | i | 2 | i | -8
COc1ccc(C(=O)NCc2cn3cccc(C)c3n2)cc1OC | i | i | i | i | i | i | 0.3 | i | 1 | i | -3
CC1=C(C)CC(C(=O)Nc2ccc(C(=O)N3CCOCC3)cc2)C(C(=O)O)C1 (stereo not drawn) | i | i | i | i | i | i | -0.2 | i | -2 | i | -3
C/C(N)=C(/C#N)C(=O)CSc1nc2ccccc2n1CC(C)C | i | i | i | i | i | i | 0.1 | i | 0 | i | -7

Entries of single compounds, quoted from the list.
Listed for COc1ccccc1CCC(=O)Nc1ccc(C)cc1Cl = TRPC4 block = i; MrgX1 antagonist = i; RGS4 act = i; MrgX1 PAM = i; TRPC6 act = i; RGS4 inh = i; HIF act = 3.7; TRPC6 inh = i; Platelet DG rel = 1; MrgX1 ag = i; SKKanGAS inh = 3
Listed for O=C(Nc1ccc2cn[nH]c2c1)c1c(Cl)cccc1Cl = TRPC4 block = i; MrgX1 antagonist = i; RGS4 act = i; MrgX1 PAM = i; TRPC6 act = i; RGS4 inh = i; HIF act = 0.0; TRPC6 inh = i; Platelet DG rel = -7; MrgX1 ag = i; SKKanGAS inh = 10
